FBW7 activator – human FBW7 E3 ligase activation, primary screen; Q969H0; AlphaScreen FBW7–phospho-cyclin E peptide binding, activator screen; normalized activity (activation), % at 26.1 µM; hit rate 0.13% among 650,000; in the data active = normalized activity above about 1.9%;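 also: purified mutant Fbw7 with reduced substrate affinity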
TEAD-YAP block – TEAD-YAP interaction inhibition | hit rate 1.4% among 640,000 | inhibition, % at 9.12 µM | HEK-TIYL cells, TEAD-Gal4/YAP UAS-luciferase luminescence; in the data active = inhibition above about 32%;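 also: 0% = median of test compound wells and 100% = reference inhibitor wells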
GPR151 activ – activators of human GPR151 | PathHunter beta-arrestin GPR151 cells, luminescence | activation, % at 11.2 µM | hit rate 1% among 650,000 | AID 1508602 | Q8TDV0; in the data active = activation above about 4.9%;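 also: 0% = median of compound wells and 100% = cells with positive control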
Target sequence (Q8TDV0 whole entry, looked up): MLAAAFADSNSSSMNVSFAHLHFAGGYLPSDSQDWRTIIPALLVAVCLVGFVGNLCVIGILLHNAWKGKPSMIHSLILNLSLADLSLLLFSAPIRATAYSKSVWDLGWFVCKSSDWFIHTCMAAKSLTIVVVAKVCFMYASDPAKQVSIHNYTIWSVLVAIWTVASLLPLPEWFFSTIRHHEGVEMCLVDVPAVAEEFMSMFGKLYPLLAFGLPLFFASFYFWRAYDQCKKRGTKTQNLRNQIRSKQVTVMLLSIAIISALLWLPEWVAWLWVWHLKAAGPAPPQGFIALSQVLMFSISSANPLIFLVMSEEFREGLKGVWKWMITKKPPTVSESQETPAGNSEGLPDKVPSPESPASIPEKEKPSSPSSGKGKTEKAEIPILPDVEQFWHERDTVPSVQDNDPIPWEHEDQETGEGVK
MITF primary – human MITF inhibition, primary screen. O75030. AlphaScreen MITF homodimerization, bead proximity signal. inhibition, % at 2.6 µM. hit rate 0.91% among 650,000. AID 1259374; in the data active = inhibition above about 50%;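 also: 0% = vehicle wells with protein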
Target sequence (O75030 whole entry, looked up): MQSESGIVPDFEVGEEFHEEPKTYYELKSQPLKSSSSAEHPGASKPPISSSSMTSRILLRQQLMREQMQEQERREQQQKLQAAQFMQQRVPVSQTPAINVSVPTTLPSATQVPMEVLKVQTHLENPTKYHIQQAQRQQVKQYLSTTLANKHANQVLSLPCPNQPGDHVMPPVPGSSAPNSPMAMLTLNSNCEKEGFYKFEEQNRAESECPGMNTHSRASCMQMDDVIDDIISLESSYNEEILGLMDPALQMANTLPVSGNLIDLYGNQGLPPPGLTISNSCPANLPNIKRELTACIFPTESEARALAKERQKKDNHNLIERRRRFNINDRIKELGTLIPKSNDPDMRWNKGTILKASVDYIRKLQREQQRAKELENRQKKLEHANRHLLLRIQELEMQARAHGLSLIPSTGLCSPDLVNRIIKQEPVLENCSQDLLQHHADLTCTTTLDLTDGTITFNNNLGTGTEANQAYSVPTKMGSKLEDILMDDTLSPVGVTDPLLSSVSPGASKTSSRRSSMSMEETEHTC
An asterisk follows results filed as active.

SMILES | FBW7 activator | TEAD-YAP block | GPR151 activ | MITF primary
CSc1ccc(CN2CCc3nnc(CNC(=O)C4CCCN(C)C4)n3CC2)cc1 (stereo not given) | 0.0 | -13 | 0.8 | 16
C/C(=N\Nc1ccc(S(=O)(=O)N2CCOCC2)cc1[N+](=O)[O-])c1ccc(O)cc1 | 0.1 | 13 | 2.7 | 3
COc1ccc(C(=O)N2CCN(c3ccccc3)CC2)cc1 | 0.9 | -10 | -0.6 | -4
COc1cccc(CN(CC2CC2)C(=O)Nc2ccc(-c3cn[nH]c3)cc2OC)c1 | 0.5 | 29 | -1.1 | 7
O=C(Nc1ccc(Br)cc1C(=O)O)c1cc([N+](=O)[O-])ccc1Cl | 0.3 | 5 | 1.4 | 6
C[C@H](O)[C@H]1NC(=O)[C@H]2CN(C(=O)c3ccc(C(F)(F)F)cc3)CCN2C1=O | -0.1 | 0 | -0.4 | 1
CCOC(=O)CCCSc1nc(N2CCOCC2)c2c(c1C#N)CC(C)(C)OC2 | 0.9 | -3 | -0.5 | 20
Cc1ccccc1S(=O)(=O)Nc1cc(Cl)c(O)c(Cl)c1Cl | -0.2 | 18 | -1.0 | 6
O=S(=O)(/N=C(/Nc1nccs1)c1ccccc1)c1cccs1 | 0.0 | -3 | -1.8 | 6
C=CCn1c(=NC(=O)C2CC2)sc2cc(OCC)ccc21 | -0.1 | -40 | -0.1 | -1

The closing 5 entries of the section above lead into the next.
SMILES | FBW7 activator | TEAD-YAP block | GPR151 activ | MITF primary
C[C@H](O)[C@H]1NC(=O)[C@H]2CN(C(=O)c3ccc(C(F)(F)F)cc3)CCN2C1=O | -0.1 | 0 | -0.4 | 1
CCOC(=O)CCCSc1nc(N2CCOCC2)c2c(c1C#N)CC(C)(C)OC2 | 0.9 | -3 | -0.5 | 20
Cc1ccccc1S(=O)(=O)Nc1cc(Cl)c(O)c(Cl)c1Cl | -0.2 | 18 | -1.0 | 6
O=S(=O)(/N=C(/Nc1nccs1)c1ccccc1)c1cccs1 | 0.0 | -3 | -1.8 | 6
C=CCn1c(=NC(=O)C2CC2)sc2cc(OCC)ccc21 | -0.1 | -40 | -0.1 | -1
Cc1ccc(-c2nnc3ccc(SCC(=O)NCc4ccco4)nn23)cc1 | 0.2 | 1 | 1.1 | 3
CCOc1cc(C(=O)Nc2c3c(nn2-c2cccc(C)c2)CSC3)cc(OCC)c1OCC | -0.1 | 5 | 2.1 | 2
CC(C)Oc1ccc(C(=O)Nc2nc(-c3ccc(F)cc3F)cs2)cc1 | 0.2 | 38* | -0.5 | -10
Cc1ccc(N(C)S(=O)(=O)c2ccc3[nH]cc(C(=O)NCCN(C)C)c(=O)c3c2)cc1C | 0.0 | 2 | 1.5 | -1
N#Cc1cc2cc3c(cc2nc1NCCCNC(=O)c1cccc(F)c1)OCO3 | 0.1 | 8 | 0.2 | 4
COc1cccc(NC(=O)N(CCCN2CCOCC2)Cc2cccnc2)c1 | -0.2 | -1 | -0.6 | -7
COc1ccc(CN2CCN(c3ccccn3)CC2)c(OC)c1 | -0.3 | -18 | 1.6 | 14
COc1ccccc1-n1c(SCC(=O)Nc2ccccc2C(F)(F)F)nc2c(c1=O)SCC2 | 0.0 | -2 | -0.6 | 7
Cc1cccc(-n2cc(-c3ccccc3)c3c(NC(C)C)ncnc32)c1 | -0.1 | -21 | 5.0* | 7
CSCCC(C(=O)O)N1C(=O)NC2NC(=O)NC21 (stereo not given) | -0.1 | 5 | 0.7 | 7
NC(=O)c1ccccc1NC(=O)[C@@H]1CCCC[C@@H]1C(=O)O | 0.0 | -9 | 4.2 | -1
CC(CCc1ccccc1)NC(=O)CCCCCn1c(=S)[nH]c2cc3c(cc2c1=O)OCO3 (stereo not given) | 0.2 | 4 | 0.7 | 0
CN(C)C(CNC(=O)NC1CCCCC1)c1cccnc1 (stereo not given) | 0.7 | 6 | -0.1 | 3
COc1ccc(C)cc1NC(=O)CNS(=O)(=O)c1ccc(Br)s1 | 0.0 | 0 | -0.5 | 8
O=C(NC(=S)NCc1ccco1)C1CCCCC1 | -0.1 | -4 | 1.9 | -4
C/C(=C\c1ccco1)CN1CCOc2ccc(CN3CCOCC3)cc2C1 | 0.9 | -4 | -1.3 | -8
COc1ccccc1C(=O)N/C(=C\c1ccccc1)C(=O)NC(C)C(=O)O (stereo not given) | -0.2 | 1 | 0.5 | 9
CCOc1ccc(C(=O)Nc2c3c(nn2C(C)(C)C)CS(=O)(=O)C3)cc1OCC | 0.0 | -21 | 0.3 | 12
CCOC(=O)C1(Cc2cccc(Cl)c2)CCCN(CCO)C1 (stereo not given) | 0.1 | 2 | 0.6 | 7
COc1ccc(Cn2nc(C)cc2N)cc1OC | 0.2 | 9 | 0.1 | 11
CC(=O)c1ccc(N2CCN(C(=O)/C=C/c3ccco3)CC2)cc1 | -0.1 | -4 | -0.7 | -40
Cc1cccc(NC(=O)C2(c3ccccc3)CCOCC2)c1 | -0.1 | -4 | 0.0 | -8
CCCOC(=O)c1c(NC(=O)c2c(-c3c(Cl)cccc3Cl)noc2C)sc2c1CCC(C)C2 (stereo not given) | -0.1 | -4 | -1.0 | 3
COc1cccc(C(=O)NNC(=O)c2ccc(Cl)c(Cl)c2)c1 | -0.1 | 1 | 2.0 | 6
O=C(CSc1nnc2sc3ccccc3n12)Nc1nccs1 | 0.6 | -4 | -1.3 | 9
CCOC(=O)Cc1cc(=O)n2[nH]cc(C#N)c2n1 | -0.3 | -9 | -1.6 | 2
CCOc1ccccc1/C=C1\C(=O)N(c2ccccc2F)C(C)=C1C(=O)OC | 0.1 | -15 | -0.1 | 9
CC(=O)Cn1c(=O)c2c(nc3n(-c4ccc(F)cc4)c(C)c(C)n23)n(C)c1=O | 0.3 | 8 | -3.5 | 13
O=C(NCc1noc2ccccc12)N1CCCCCC1 | -0.1 | -13 | -0.4 | 3
Nc1c(Cl)c(Cl)nc(C(=O)N/N=C/c2ccc([N+](=O)[O-])cc2)c1Cl | 0.0 | 3 | 2.3 | -4

Reprinted from the part before: 2 compounds; new compounds follow.
SMILES | FBW7 activator | TEAD-YAP block | GPR151 activ | MITF primary
O=C(NCc1noc2ccccc12)N1CCCCCC1 | -0.1 | -13 | -0.4 | 3
Nc1c(Cl)c(Cl)nc(C(=O)N/N=C/c2ccc([N+](=O)[O-])cc2)c1Cl | 0.0 | 3 | 2.3 | -4
CCOc1ccc(-n2c(=S)sc3c(=O)n(-c4ccccc4C)c(SCC(=O)C(C)(C)C)nc32)cc1 | 0.5 | 9 | 2.0 | 3
Cc1cc(C)c2c(c1)[nH]c1nnc(SCC(=O)Nc3ccc4c(c3)OCCO4)nc12 | -0.1 | -7 | 0.4 | 10
CCCCN(CC)C(=O)c1c[nH]c2ccc(S(=O)(=O)N(C)c3ccc(Cl)cc3F)cc2c1=O | -0.1 | 6 | 8.3* | 0
O=C(CSc1nc2cc3c(cc2c(=O)n1Cc1ccc(C(=O)N2CCN(c4ccccc4)CC2)cc1)OCO3)NCc1ccco1 | 0.1 | 2 | -0.6 | 7
COc1ccc(CC(=O)NNC(=S)NC(C)c2ccccc2)cc1 (stereo not given) | 0.0 | 4 | 0.7 | -3
Cc1cc(C)c([N+](=O)[O-])cc1-c1ccc(/C=N/NC(=O)c2nonc2N)o1 | -0.2 | 0 | 0.8 | 1
Cc1nc2nc(-c3cccnc3)[nH]n2c(=O)c1Cc1ccccc1 | -0.1 | -5 | -0.1 | 8
COc1ccccc1NC(=O)c1ccccc1NC(=O)COc1ccccc1C | 0.2 | 2 | -1.3 | 12
Cc1cc(NC(=O)Cc2ccc(F)cc2)ccc1N1CCCC1=O | 0.2 | 1 | 5.0* | 17
CCOc1cc(C2C(C(=O)OC)=C(C)NC3=C2C(=O)CC(c2ccc(OC)cc2)C3)cc(Cl)c1O (stereo not given) | 0.6 | 14 | -1.3 | 2
OCC1CCCN(c2ncnc3scc(-c4ccccc4)c23)C1 (stereo not given) | -0.1 | -10 | -0.4 | -1
CCC1CC(CC(=O)Nc2ccc(I)cc2)C1(C)C (stereo not given) | 0.3 | -32 | 1.2 | 4
Cc1ccc(C/C(N)=N/OC(=O)c2ccc(I)cc2)cc1 | 0.0 | 0 | -1.3 | -8
CC(OC(=O)c1ccc(Cl)nc1)C(=O)NC(C)(C)C (stereo not given) | 0.0 | -1 | -0.7 | 3
CCOC(=O)N1CCN(C(=O)c2ccc(N3C(=O)c4ccccc4C3=O)cc2)CC1 | -0.1 | -7 | -0.3 | -1
CSC1=NC(C)(C)Cc2c(C)cccc21 | -0.2 | -2 | -0.7 | -13
COCCCNCCOc1ccc2ccccc2c1Br | 0.0 | -4 | 0.5 | 59*
O=C(COCc1cc(-c2ccc(F)cc2)on1)Nc1cccnc1Cl | 1.0 | -15 | 0.1 | 8
CC(=O)Nc1ccc(/C=C(/C#N)C(=O)N/N=C/c2ccc(NC(C)=O)cc2)cc1 | 0.3 | 0 | 2.3 | 5
COc1ccccc1CNC(=O)c1ccc2c(c1)N(Cc1ccc(C)cc1)C(=O)CS2 | 0.4 | -9 | -0.9 | 4

Single records (already shown).
Shown for Cc1ccc(C/C(N)=N/OC(=O)c2ccc(I)cc2)cc1 → FBW7 activator: 0.0; TEAD-YAP block: 0; GPR151 activ: -1.3; MITF primary: -8
Shown for COCCCNCCOc1ccc2ccccc2c1Br → FBW7 activator: 0.0; TEAD-YAP block: -4; GPR151 activ: 0.5; MITF primary: 59*

Further compounds:
SMILES | FBW7 activator | TEAD-YAP block | GPR151 activ | MITF primary
O=S(=O)(O)c1cccc(NN=Nc2ccc(Br)cc2)c1 | 0.6 | 3 | 0.7 | 21
CC(NC(=O)Cc1ccccc1Cl)c1nc(-c2ccncc2)n[nH]1 (stereo not given) | -0.2 | -1 | -1.2 | -4
CC(C)CNC(=O)c1ccc(N2CC3CC(C2)c2cccc(=O)n2C3)c(NC(=O)c2cccnc2)c1 (stereo not given) | -0.2 | -3 | 1.4 | -18
Cc1cccc(NC(=O)CSc2nc3ccccc3nc2Cc2ccc(F)cc2)c1 | 0.4 | 16 | 1.2 | -4
CCN(CC)C(=O)C(=O)c1ccn(-c2c(C)csc2C(=O)OC)c1 | 0.3 | 6 | 0.4 | 12
FC(F)(F)c1ccc(Cn2cnc3c(Nc4ccccc4)nc(NC4CCN(Cc5ccccc5)CC4)nc32)cc1 | -0.1 | -3 | -0.5 | 21
C=CCOC(=O)/C(=C\c1ccc(OC)cc1)NC(=O)/C=C/c1ccccc1 | 0.0 | 3 | 1.2 | 4
O=c1c(-c2ccccc2)c(N2CCc3ccccc32)c1=O | 0.0 | -4 | 3.3 | 20
COc1ccc(OCC(=O)O/N=C(\N)c2ccc([N+](=O)[O-])cc2)cc1 | -0.2 | 10 | -0.1 | 1
CC(C)CC(NC(N)=O)C(=O)OCC(=O)Nc1ccc(SC(F)F)cc1 (stereo not given) | -0.1 | 14 | 1.1 | -3
Cc1ccc2c(c1)N(C(=O)C1CC1)C(C)(C)c1ssc(=S)c1-2 | -0.2 | 3 | -1.5 | 28
CCc1nc(-c2ccc(-c3ccc(OC)cc3)nc2OC)no1 | 0.1 | -50 | 0.6 | 5
Cc1ccc(NC(=O)c2cccc(S(=O)(=O)N3CCOCC3)c2)cc1 | 0.1 | -13 | 4.4 | 14
O=C1c2ccccc2NC(c2cccc(F)c2)N1c1ccc(Cl)cc1 (stereo not given) | 0.2 | -64 | 0.2 | 4
Cc1sc(NC(=O)c2ccncc2)c(C(N)=O)c1C | -0.6 | 6 | 0.8 | 3
COC(=O)c1cc(C(=O)OCc2cc(=O)oc3cc(C)ccc23)cc([N+](=O)[O-])c1 | 0.1 | 1 | 1.3 | 0
COc1ccc(-c2ccc(SCC(=O)NC3CCCC3)nn2)cc1OC | 0.8 | -22 | -0.7 | 12
CN(Cc1ccccc1)C(=O)C1CC(c2ccc(F)cc2)=NO1 (stereo not given) | -0.1 | -10 | 0.0 | -5
COCC(=O)NCCOc1ccc2nnc(-c3ccccc3Cl)n2n1 | 0.1 | 5 | 0.5 | -7
CCn1c(O)c(C=Nc2cccc(Cl)c2)c(=O)[nH]c1=S | 0.1 | 1 | 0.3 | 13

Two compounds drawn at random from the list so far:
SMILES | FBW7 activator | TEAD-YAP block | GPR151 activ | MITF primary
Cc1ccc2c(c1)N(C(=O)C1CC1)C(C)(C)c1ssc(=S)c1-2 | -0.2 | 3 | -1.5 | 28
Cc1ccc(NC(=O)c2cccc(S(=O)(=O)N3CCOCC3)c2)cc1 | 0.1 | -13 | 4.4 | 14

The results go on:
SMILES | FBW7 activator | TEAD-YAP block | GPR151 activ | MITF primary
O=S(=O)(c1ccc(NC(=S)Nc2ccc(F)cc2)cc1)N1CCc2ccccc21 | 0.1 | 5 | 1.1 | -1
CCOC(=O)N1CCC(Nc2c(NCCCN(CC)c3cccc(C)c3)c(=O)c2=O)CC1 | -0.2 | 5 | 1.4 | 1
C=CCOc1ccc(C2C(C(=O)OCC)=C(C)N=c3s/c(=C\c4cccc(OC)c4O)c(=O)n32)cc1OCC (stereo not given) | 0.0 | 2 | -0.2 | 22
COc1ccc(NC(=O)c2c(Cl)nc(Cl)c([N+](=O)[O-])c2Cl)cc1 | -0.1 | 85* | 3.0 | -2

Compound activity from PubChem BioAssay.
